# High-throughput results as filed in PubChem BioAssay.
# Anthrax LF inh2 = inhibitors of Bacillus anthracis lethal factor protease; P15917; multiplex microsphere protease cleavage assay, LF; inhibition, % at 10 µM; 0.12% of 360,000 active; AID 588501; note: plate controls were buffer without enzyme for full effect and enzyme alone for no effect
# BoNT A protease = BoNT A light chain protease inhibition | inhibition, % at 10 µM | 0.17% of 360,000 active | multiplex microsphere protease substrate cleavage, flow cytometry; note: plate controls were buffer without enzyme for full effect and enzyme alone for no effect
# PfHsp40 rescue = restores yeast growth despite PfHsp40 toxicity. AID 504582. S. cerevisiae expressing PfHsp40, growth rescue, ATP luminescence. growth rescue, % at 12.5 µM. 0.68% of 340,000 active; in the data active = growth rescue above about 28%, passing the limit was not always enough; inconclusive = no clear call, values can overlap the other calls;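 note: yeast W303a lacking pdr1 and pdr3 grown in galactose medium; growth measured after three days at 30 °C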
# Yp Topo-I inh = inhibitors of Yersinia pestis topoisomerase I. Y. pestis Topo-I cleavage product accumulation, plate reader. activity, % at 10 µM. 0.064% of 360,000 active; in the data active = activity above about 50%, passing the limit was not always enough; inconclusive = no clear call, values can overlap the other calls; note: inactives centre near 2
# CCHFV vOTU inh = blocks the CCHF virus ovarian tumor domain protease | CCHFV vOTU protease, Pep-AMC fluorescence | inhibition, % at 11.5 µM | 0.55% of 370,000 active; in the data active = inhibition above about 30%; note: 0% = vehicle wells with enzyme and 100% = no enzyme wells
# FadD28 FP inh = blocks FadD28 binding to the bisubstrate probe | fluorescence polarization | inhibition, % at 12.5 µM | 0.22% of 360,000 active | AID 588549; in the data active = inhibition above about 8.5%, passing the limit was not always enough; inconclusive = no clear call, values can overlap the other calls
# TcdB GH inh = blocks C. difficile toxin B glycohydrolase activity; 0.24% of 350,000 active; inhibition, % at 9.99 µM; P18177; TcdB glycohydrolase enzymatic assay, plate reader; in the data active = inhibition above about 10%
# BoNT F protease = inhibitors of Botulinum neurotoxin F light chain protease; 0.22% of 360,000 active; inhibition, % at 10 µM; AID 588497; Multiplex microsphere protease cleavage assay, flow cytometry; in the data active = inhibition above about 35%, passing the limit was not always enough; inconclusive = no clear call, values can overlap the other calls; note: plate controls were buffer without enzyme for full effect and enzyme alone for no effect
# PrPC TRFRET = inhibitors of human cell surface prion protein PrPC; AID 720596; inhibition, % at 13.8 µM; 0.43% of 370,000 active; TR-FRET read-out; in the data active = inhibition above about 24%; note: 0% = median of the test wells and 100% = reference compound wells
# * = called active by the depositor; ? = inconclusive; nt = not tested or not shown; & = joins results of further samples. Cut-off read from the data, not from the text of the source, unless noted: active = inhibition above about 30%; inconclusive = no clear call, values can overlap the other calls; inactive = below that.
SMILES,Anthrax LF inh2,BoNT A protease,PfHsp40 rescue,Yp Topo-I inh,CCHFV vOTU inh,FadD28 FP inh,TcdB GH inh,BoNT F protease,PrPC TRFRET
O=C(COC(=O)c1ccc2ccccc2c1O)Nc1ccccc1,1,6.8,0.1,6,-4,-0.9,-0.6,5,-6
O=C(N/N=C/c1ccccc1C(=O)O)c1ccncc1,-6,8.9,-1.5,10,-13,0.1,1.5,?,-5
CCCCC(=O)Nc1cc(NC(=O)CC)ccc1Cl,2,-0.3,-0.2,4,-1,-3.6,nt,-4,4
Cc1ccccc1-n1c(SCC(=O)Nc2ccccc2)nc2nc3c(cc2c1=O)CCCC3,-1,-1.1,0.9,21,6,-0.3,nt,-16,4
Cc1cc(C)nc(NC(=O)c2c(-c3ccccc3Cl)noc2C)c1,1,0.6,0.5,9,-11,-2.1,nt,-2,-2
O=C(Nc1ccncc1)C1CC(=O)N(Cc2ccccc2)C1 (stereo not given),5,-0.4,12,-2,-2,-1.1,1.1,-3,-6
CC(=O)NCc1cn2c(C)csc2n1,5,-0.1,-0.2,5,-2,-0.8,1.8,-3,4
Cc1ccc(NC(=O)c2ccc(S(=O)(=O)NCc3ccco3)cc2)cc1,-2,-1.3,-0.8,2,10,-1.4,1.0,-19,-3
COc1cccc(CNS(=O)(=O)c2ccc3c(c2)N(C(C)=O)CCO3)c1,1,-0.2,-1.6,-5,13,-4.3,0.5,1,10
Cc1cc(C)c(O)c(-c2cc(C(=O)Nc3c(C)n(C)n(-c4ccccc4)c3=O)[nH]n2)c1,-4,-1.0,0.5,8,23,-0.9,-2.4,-3,2
Cc1ccccc1OCC(=O)NCCS(=O)(=O)N1CCN(c2ccc(F)cc2)CC1,nt,nt,1.3,10,11,-1.5,1.6,nt,3
Clc1nc(Nc2ccccc2)nc(Nc2ccccc2)n1,-3,1.5,2.0,-4,-10,-3.9,nt,13,-1
Cc1ccc(NC(=O)c2ccc3c(=O)n4c(nc3c2)CCCCC4)cc1F,0,-1.5,1.0,5,10,-4.7,-0.6,-6,5
CC(=O)N1c2ccc(S(=O)(=O)NCCC(=O)NCCc3ccc(C)cc3)cc2CC1C (stereo not given),-3,1.1,0.4,15,4,-1.4,2.0,6,8
COCCn1c(C)c(C)c(S(=O)(=O)c2ccccc2)c1N,0,1.6,-1.7,-3,1,2.0,1.0,-13,9
COc1ccccc1NC(=O)Cc1csc(N)n1,-6,-1.8,0.8,-1,-20,-0.3,0.3,-7,-1
Cc1oc(C(=O)O)cc1COc1ccc2c3c(c(=O)oc2c1C)CCC3,0,-0.4,0.0,8,-8,-6.7,nt,-5,-3
Cc1cc(NC(=O)c2cc(-c3ccc(C)s3)nc3ccccc23)no1,-16,0.2,-1.7,-1,-27,-1.2,-0.6,1,2
Clc1ccc2nc(C3CCN(Cc4nnnn4C4CCCCC4)CC3)[nH]c2c1,4,-0.4,1.0,9,-8,-3.7,nt,2,0
CCc1ccc(S(=O)(=O)Nc2ccccn2)cc1,4,-1.5,-0.7,2,1,-3.2,1.0,11,2
Cc1cc(NC(=O)CSc2nc(=O)cc(N)n2-c2ccc(Cl)cc2)no1,-2,0.6,1.0,1,-10,-0.3,0.5,-2,2
COc1ccc(C2CC(=O)Oc3cc(O)ccc32)cc1 (stereo not given),-1,-0.3,2.5,7,17,-0.7,0.6,-2,-1
COc1cc(C(C)=O)ccc1Oc1cc(NN2CCCCC2)c([N+](=O)[O-])cc1[N+](=O)[O-],-10,-0.3,1.6,-11,7,-0.2,0.0,-8,-4
Cc1cccc(NC(=O)CCC(=O)NCCO)c1,-3,1.9,-1.1,-3,-6,-2.7,nt,-4,-1
CC(C)c1ccccc1NS(=O)(=O)N(C)C,4,-0.6,1.4,-5,-15,-1.0,-0.9,1,3

# The closing 5 entries of the section before come first, to join the parts:
SMILES,Anthrax LF inh2,BoNT A protease,PfHsp40 rescue,Yp Topo-I inh,CCHFV vOTU inh,FadD28 FP inh,TcdB GH inh,BoNT F protease,PrPC TRFRET
Cc1cc(NC(=O)CSc2nc(=O)cc(N)n2-c2ccc(Cl)cc2)no1,-2,0.6,1.0,1,-10,-0.3,0.5,-2,2
COc1ccc(C2CC(=O)Oc3cc(O)ccc32)cc1 (stereo not given),-1,-0.3,2.5,7,17,-0.7,0.6,-2,-1
COc1cc(C(C)=O)ccc1Oc1cc(NN2CCCCC2)c([N+](=O)[O-])cc1[N+](=O)[O-],-10,-0.3,1.6,-11,7,-0.2,0.0,-8,-4
Cc1cccc(NC(=O)CCC(=O)NCCO)c1,-3,1.9,-1.1,-3,-6,-2.7,nt,-4,-1
CC(C)c1ccccc1NS(=O)(=O)N(C)C,4,-0.6,1.4,-5,-15,-1.0,-0.9,1,3
COC(=O)c1ccc(NC(=O)C2C3CCC(C3)C2C(=O)O)cc1 (stereo not given),-1,-0.7,1.7,6,3,-1.2,nt,-16,11
c1ccc2c(c1)NCC1CCCN21 (stereo not given),-54,-0.8,-0.4,-3,37*,-1.3,-4.1,-222,-14
COc1ccc(OC)c(NC(=S)N2CCN(C(=O)C3CCCO3)CC2)c1 (stereo not given),-2,-0.8,1.3,2,-12,nt,1.4,-6,1
COc1cccc(NC(=O)C2CCN(S(C)(=O)=O)CC2)c1,-10,-0.4,0.3,-3,7,0.3,nt,-4,3
CCOc1ccc(S(=O)(=O)N2CCCC(C(=O)N3CCOCC3)C2)cc1 (stereo not given),1,3.6,-0.9,-6,-10,0.0,0.7,-1,7
CCCN=C(C)C1=C(O)c2ccccc2C1=O,0,-0.1,-1.6,0,5,-2.7,-0.1,4,-11
COc1ccc(N(Cc2cc3cc(OC)ccc3[nH]c2=O)C(=O)C2CCCO2)cc1 (stereo not given),2,0.4,-0.2,7,-3,0.1,nt,6,-2
Cc1cccc2c1CC(C)(C)NC2=C(C#N)C#N,2,1.4,-0.8,5,-1,-2.5,0.7,17,1
O=C(CCS(=O)(=O)c1ccccc1)Nc1nc2cc3c(cc2s1)OCO3,-1,-0.7,0.8,2,-9,-1.8,0.7,-2,0
COc1ccc(CCNC(=S)N2CCN(S(=O)(=O)c3ccc(C)cc3)CC2)cc1,0,-1.3,0.9,25,3,-1.6,0.1,1,-5
O=C(NCC(c1ccco1)N1CCCC1)c1cccc(S(=O)(=O)N2CCOCC2)c1 (stereo not given),0,-0.2,-1.6,3,22,0.6,0.1,-6,0
COc1ccc2c(c1)CC1c3c(cc4c(c3-2)OCO4)CC[N+]1(C)[O-] (stereo not given),-10,2.2,-2.6,-9,4,-1.5,-1.8,-26,2
CCc1ccccc1Nc1nc(N)nc(CSc2nnnn2C)n1,-1,-0.2,0.4,3,0,-1.1,9.1,-3,-4
O=C(O)C1Cn2c(nc3c(c2=O)C2(CCCC2)Cc2ccccc2-3)S1 (stereo not given),-5,-1.0,1.2,-3,4,-3.0,-1.7,-11,9
O=C(CCS(=O)(=O)c1ccc2c(c1)NC(=O)CO2)NCCc1ccc(Cl)cc1,-1,0.7,-0.3,-4,12,-2.5,0.1,2,-4
COc1cc(C(=O)NCCC(=O)NCCCN2CCCCC2C)cc(OC)c1OC (stereo not given),-4,-2.0,-2.4,-7,nt,-3.0,-0.4,-4,nt
CC1(C)C2CC=C(/C=N/NC(=O)c3ccccc3O)C1C2 (stereo not given),-1,-0.7,0.1,-7,16,-0.6,-2.9,-1,6
CCOC(=O)C1=C(COC(=O)CCS(=O)(=O)c2ccc(C)cc2)NC(=O)NC1C (stereo not given),12,3.0,-1.8,3,-1,-1.7,-0.1,2,-8
COc1ccc(C(C)(C)C)cc1NC(=O)CN(C)C1=NS(=O)(=O)c2ccccc21,-5,0.2,nt,-4,-7,0.1,-0.6,-3,5
CC(=O)c1c(C)[nH]c(=S)c(C#N)c1-c1ccc(Cl)cc1,-2,-0.1,nt,4,-2,-0.8,-0.1,-5,8
O=S(Cc1ccc(Cl)cc1)c1ncc(CO)n1Cc1ccccc1 (stereo not given),6,0.4,-0.3,-7,0,-3.9,1.7,1,12
CCOC(=O)c1cccc(C2=C(CNC(=O)c3cccnc3)[C@H]3CC[C@@H](C2)N3Cc2ccccc2)c1,-2,-0.7,nt,14,-3,-2.0,1.3,-4,-13
N#Cc1ccc(C(=O)N2CCN(S(=O)(=O)c3ccc(Cl)s3)CC2)cc1,-8,-2.1,0.7,-5,1,nt,0.1,-4,-5
Cn1nc(C#N)c(=O)[nH]c1=O,6,-0.7,-0.7,2,3,nt,0.2,1,-4
Cc1ccc(C(C)C)c(OCC(=O)NN2C(=O)c3ccccc3C2=O)c1,-2,1.0,0.2,-2,-6,-0.5,-0.4,?,6

# Additional results follow:
SMILES,Anthrax LF inh2,BoNT A protease,PfHsp40 rescue,Yp Topo-I inh,CCHFV vOTU inh,FadD28 FP inh,TcdB GH inh,BoNT F protease,PrPC TRFRET
COc1ccc(OC)c(S(=O)(=O)N2CCN(CC(O)COc3ccccc3)CC2)c1 (stereo not given),-7,1.7,-0.4,16,6,-4.7,1.7,28,-9
CCOc1ccccc1N=C1SC(CC(=O)Nc2ccc(OC)cc2OC)C(=O)N1CCC1=CCCCC1 (stereo not given),-2,-0.4,-0.4,31,4,-0.8,-0.5,-7,-1
C=CCOC(=O)C1=C[C@@H](c2ccc(C(F)(F)F)cc2)[C@H](CCCO)[C@@H](OCC)O1,2,0.0,12,23,14,-2.1,1.7&2.2,-5,16
Cc1ccc(S(=O)(=O)N2CCOCC2)cc1C(=O)OCC(=O)NC1CCCC1,-2,-0.5,-0.2,-3,-6,-3.1,1.4,0,0
O=C(Cn1c(=O)n(Cc2ccc3c(c2)OCO3)c(=O)c2ccccc21)N1CCCc2ccccc21,5,1.3,-0.6,4,0,-2.0,nt,12,1
CCOc1ccc(NC(=O)COC(=O)C2COc3ccccc3O2)cc1 (stereo not given),-3,-0.4,nt,4,-7,-0.6,1.0,1,-1
O=C(COC(=O)CCc1c[nH]c(=O)[nH]1)Nc1ccccc1Cl,-1,1.0,0.7,8,-3,-0.1,-0.6,9,-4
C/C(=N\NC(=O)c1ccncc1)c1cc2ccccc2o1,2,-0.4,-0.8,-5,-13,-1.9,-0.2,-3,-5
Cc1onc(-c2ccccc2)c1C(=O)N1CCc2ccccc21,0,0.5,0.0,13,7,-2.9,2.8,-2,1
CCc1c(C)nc2c(-c3ccccc3)c(C)nn2c1Nc1ccc(NC(C)=O)cc1,nt,nt,6.7,-7,8,-0.2,-1.6,nt,3
Cc1ccc(NCC(=O)N/N=C/c2cccc(Oc3ccccc3)c2)cc1,1,-0.3,0.7,8,-1,-1.4,nt,-4,-2
O=C(C[C@@H]1C/C=C\C[C@H](Cc2ccc(F)cc2)C(=O)OCCNC1=O)N[C@H](CO)Cc1ccccc1,-1,1.0,-1.1,23,-3,-2.9,1.0,-3,3
CCOc1c2ccc(C(=O)NCc3ccco3)cc2nn1CC,2,-0.4,0.2,4,-22,-4.1,nt,-7,4
Cc1cc(C(=O)NCc2ccc(S(N)(=O)=O)cc2)cs1,-2,0.2,0.3,-3,0,-0.8,-0.1,-6,2
CCCn1cnc2cc(NC(=O)c3cccs3)ccc21,-8,-0.9,1.6,1,13,0.3,2.6,-5,2
Fc1ccc(-c2ccc(Nc3cccc(F)c3)nn2)cc1,1,-0.1,0.1,-6,-1,-2.2,0.8,-3,14
CN(CC(=O)NCc1ccc(Cl)cc1)S(=O)(=O)c1cccs1,-3,1.2,-2.0,7,3,1.1,1.2,-3,-3
COC(=O)Cn1cnc2c(nnn2-c2ccc(F)cc2)c1=O,2,-0.8,-0.1,2,10,-0.5,0.6,2,-6
CC(C)c1ccc(C(=O)N2CCCN(C(=O)c3ccc(C(C)C)cc3)CC2)cc1,0,0.1,-1.4,45,8,0.8,nt,7,4
COc1ccc(C(=O)Nc2nc(C)c(C(C)=O)s2)cc1S(=O)(=O)N1CCOCC1,nt,nt,0.3,13,21,1.2,2.6,nt,-5
N#CCCN(C(=O)COc1ccc(F)cc1Br)c1ccccc1F,-6,-0.8,0.7,5,13,-3.8,1.4,-5,-5
Cc1nc(COC(=O)c2c(C)nn(-c3ccccc3)c2C)cs1,1,0.8,-0.9,14,12,-2.8,nt,-16,4
